Bioassay records deposited in PubChem by several laboratories.
KKLEB tox – reduces viability of KKLEB cystic fibrosis airway cells. KKLEB CF airway cells viability, ATPlite luminescence, overnight; stronger effect = lower value; cells stimulated with P. aeruginosa culture filtrate. actives 0.36% (n = 360,000). activity change (cytotoxicity), % at 5 µM;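 active means corrected activity change at or below -50% at 5 µM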
NR2E3 ag-1 – agonists of human NR2E3 nuclear receptor; Q9Y5X4; CHO-S Gal4-NCOR/VP16-NR2E3 two-hybrid, luciferase; inhibition of corepressor binding, % at 3.98 µM; actives 0.35% (n = 360,000); AID 602229;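 active means inhibition above the mean of all tested compounds plus 3 SD, cut at about 70% in these data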;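 further: 0% = DMSO with NR2E3 transfected cells and 100% = cells lacking NR2E3 construct; higher means lower luciferase signal from less NR2E3 corepressor binding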
Target sequence (Q9Y5X4 whole entry, looked up, the tested form may be a part): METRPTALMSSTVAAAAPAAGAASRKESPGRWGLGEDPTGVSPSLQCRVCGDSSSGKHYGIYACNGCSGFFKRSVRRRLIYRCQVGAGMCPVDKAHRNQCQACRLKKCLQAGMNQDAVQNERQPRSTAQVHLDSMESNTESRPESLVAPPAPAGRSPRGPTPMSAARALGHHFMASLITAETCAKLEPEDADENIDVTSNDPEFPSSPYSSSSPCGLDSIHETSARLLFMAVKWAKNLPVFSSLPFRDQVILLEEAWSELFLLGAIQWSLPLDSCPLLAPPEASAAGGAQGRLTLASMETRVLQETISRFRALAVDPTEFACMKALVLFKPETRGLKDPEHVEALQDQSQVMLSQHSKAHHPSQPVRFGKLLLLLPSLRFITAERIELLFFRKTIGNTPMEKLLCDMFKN
C8 TRAIL sens – caspase-8 TRAIL sensitization. NB7+C8 cells + TRAIL, ATPlite viability luminescence. inhibition (viability loss, TRAIL sensitization), % at 10 µM. AID 624354. actives 1% (n = 360,000);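 active means compounds causing at least 50% loss of cell viability in the single-dose screen, relative to plate controls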
MITF TRPM1 inh – inhibitors of MITF-driven TRPM1 promoter in melanoma cells | actives 0.83% (n = 330,000) | inhibition, % at 12.5 µM | SK-MEL-5 TRPM1 promoter luciferase, 24 h;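 active means mean inhibition across replicates of 60% or more, whatever share of single replicates reaches that level; inconclusive means some that reach 60%, reason not given; inactive means mean inhibition across replicates below 60%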; further: values of inactives mirror those of a sister screen read the other way
Shn3 inh set2 – Schnurri-3 reporter inhibition in Clone20 osteoblasts; Clone20 osteoblast Shn3 3'UTR firefly luciferase, 24 h; actives 0.52% (n = 360,000); AID 588674; inhibition, % at 12.5 µM;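 active means mean inhibition of at least 75% with every replicate also reaching 75%; inconclusive means mean inhibition at least 75% but some replicate below; inactive means mean inhibition below 75%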;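 further: 0% = median of neutral control wells and 100% = pilot-screen positive control compound; some compounds past the cut are filed as inactive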
CF NFkB inh – inhibitors of cystic fibrosis induced NF-kB. inhibition, % at 5 µM. actives 0.86% (n = 360,000). KKLEB NF-kB-GFP reporter, PAF-induced, GFP fluorescence overnight;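 active means at least 50% inhibition at 5 µM, scaled per plate between neutral and stimulator controls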;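 further: PAF is a Pseudomonas aeruginosa culture filtrate used as stimulus; plate controls were PAF-stimulated DMSO wells for no effect and unstimulated DMSO wells for full effect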
TROY NFkB inh – blocks TROY-dependent signaling in reporter cells. Q293 LMP1-TROYcd NF-kB luciferase reporter, 4 h. AID 1347056. actives 0.98% (n = 360,000). inhibition, % at 10 µM;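 active means compounds whose plate-normalised and pattern-corrected inhibition of the luciferase reporter signal at the single screening dose is 50% or more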
Peg3 prom inh – Peg3 promoter activity inhibition. HeLa PEG-Prom luciferase reporter, luminescence, overnight. inhibition, % at 20 µM. actives 1.7% (n = 360,000);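 active means inhibition of at least 50% at 20 µM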
HIF-2a inh – blocks HIF-2a reporter activity; 786-0 RCC cells HIF-2a reporter, luciferase luminescence, overnight; actives 0.72% (n = 360,000); inhibition, % at 18.8 µM;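 active means inhibition of the luminescence signal of 40% or more relative to plate controls, in a single-dose primary screen at 18.75 µM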
TWEAK-Fn14 inh – TWEAK-Fn14 signaling inhibition; AID 1159606; actives 2% (n = 360,000); inhibition, % at 10 µM; TWEAK-stimulated Fn14 reporter cells, luciferase luminescence, 8 h; in the data active means inhibition above about 50%
NR2E3 ag-2 – NR2E3 (human) agonism; actives 0.12% (n = 320,000); GST-NR2E3/biotin-RetCOR TR-FRET, 1536-well; inhibition of corepressor binding, % at 4.78 µM; AID 2300;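 active means percent inhibition above the cutoff of mean plus 3 SD of all tested compounds, set per screening campaign, cut at about 20% in these data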;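 further: 0% = DMSO wells and 100% = biotin wells as full block of FRET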
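Format: 1536-well format; test system: GST-NR2E3 and biotin-RetCOR proteins; read-out basis: percent inhibition of TR-FRET ratio; timing: 5 h incubation at 4 °C; detection: time-resolved FRET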
Starred values were filed as active, the others as inactive; ? = inconclusive; nt = no result given. A portion of the library; rates above refer to the full screens.

1) COc1ccccc1CCNC(=O)CSc1nnc2ccc(-c3cccnc3)nn12
2) O=C(NC(=S)Nc1ccc(S(=O)(=O)Nc2nccs2)cc1)c1cccc(F)c1
3) COc1ccccc1-n1cnc2cc(C(=O)NCc3ccco3)ccc21
4) O=C(NC1CCCCNC1=O)c1ccc(Cl)cc1 (configuration not stated)
5) Cc1ccc(C(=O)Nc2ncccc2C)cc1S(=O)(=O)N1CCCCC1
6) CC(=O)N1CCOc2ccc(S(=O)(=O)N(C)c3ccc(C)cc3)cc21
7) O=C(COC(=O)COc1ccccc1[N+](=O)[O-])Nc1ccccc1Br
8) CCn1ccnc1CN(C)C(=O)C1CCC(=O)N(Cc2cccc(F)c2)C1 (configuration not stated)
Assay by compound	1	2	3	4	5	6	7	8
Shn3 inh set2	-3	-10	-4	6	6	5	-9	-11
C8 TRAIL sens	3	3	-1	-1	11	-4	-4	2
KKLEB tox	-11	11	-2	6	-2	-8	0	-9
HIF-2a inh	17	6	-8	-65	1	16	10	4
TROY NFkB inh	18	-12	1	-8	10	4	16	-20
CF NFkB inh	1	1	8	-13	2	-12	-12	-24
NR2E3 ag-2	4	1	3	-2	1	0	-1	4
Peg3 prom inh	0	17	-6	-38	6	5	16	4
NR2E3 ag-1	8	0	-15	-29	-4	0	6	2
TWEAK-Fn14 inh	9	14	12	-3	-3	1	32	-7
MITF TRPM1 inh	13	-10	0	-14	4	1	16	-1

9) O=C(CCN1CCc2ccccc2C(O)(c2ccccc2)C1)c1ccc2c(c1)OCCO2 (configuration not stated)
10) CN(C)S(=O)(=O)c1ccc(C(=O)Nc2nnc(-c3cccs3)o2)cc1
11) COc1cccc(/C=N/NC(=O)CCC(=O)Nc2ccc(Br)cc2)c1
12) O=C(Nc1ccc(OCCO)cc1)c1csc([C@@H]2O[C@H](CO)[C@H](O)[C@H](O)[C@H]2O)n1
13) COCCN(C(=O)c1ccccc1Oc1ccccc1)c1c(N)n(CC(C)C)c(=O)[nH]c1=O
14) NS(=O)(=O)c1ccc(CCNS(=O)(=O)Cc2ccc(Cl)cc2)cc1
15) COc1ccc(C(C(=O)NCc2ccccc2)N(C(=O)c2snc(C(N)=O)c2N)C2CCCC2)cc1 (configuration not stated)
16) O=C1NC2(CCSC2)C(=O)N1CC(=O)N(Cc1ccccc1)C1CCS(=O)(=O)C1 (configuration not stated)
Assay by compound	9	10	11	12	13	14	15	16
Shn3 inh set2	?	-6	-20	-9	5	3	7	8
C8 TRAIL sens	1	26	-19	-10	1	-11	-17	5
KKLEB tox	0	4	16	-11	-1	-6	-2	2
HIF-2a inh	10	-46	1	-1	18	13	15	16
TROY NFkB inh	18	-33	-8	7	13	11	-13	2
CF NFkB inh	0	-17	-2	7	12	-9	-20	-27
NR2E3 ag-2	1	0	1	nt	4	2	2	4
Peg3 prom inh	21	-1	23	5	4	13	1	5
NR2E3 ag-1	-14	-1	-19	-6	-21	0	-9	-8
TWEAK-Fn14 inh	60*	-5	-5	19	3	7	6	-3
MITF TRPM1 inh	-14	-20	-12	nt	2	10	6	7

The closing 2 entries of the section above open the next one:
15) COc1ccc(C(C(=O)NCc2ccccc2)N(C(=O)c2snc(C(N)=O)c2N)C2CCCC2)cc1 (configuration not stated)
16) O=C1NC2(CCSC2)C(=O)N1CC(=O)N(Cc1ccccc1)C1CCS(=O)(=O)C1 (configuration not stated)
17) O=S1(=O)CCOC[C@H](CC2CCCCC2)N1Cc1ccccc1F
18) Nc1c(-c2ccccc2)cnn1-c1ccc(C(=O)O)cc1
19) O=c1nc(N2CCOCC2)nc(N/N=C/c2ccc3c(c2)OCO3)[nH]1
20) CCN(CC)S(=O)(=O)c1ccc(C(=O)NCC2(N3CCOCC3)CCCCC2)cc1
21) O=C(NCc1ccc(F)cc1)c1cc(C2CCCCN2C(=O)c2ccccn2)on1 (configuration not stated)
22) COC(C[C@@H]1O[C@@H]1[C@H](O)COCc1ccccc1)OC
23) COc1ccc(-c2[nH]ncc2CN2CCC(OCc3ccccc3)CC2)c(F)c1
24) COc1ccc(C(=O)NNC(=S)NC(=O)/C=C/c2cccs2)cc1
Assay by compound	15	16	17	18	19	20	21	22	23	24
Shn3 inh set2	7	8	24	-52	-3	4	-29	-27	7	58
C8 TRAIL sens	-17	5	-4	5	-1	-19	-7	-16	0	54*
KKLEB tox	-2	2	-12	3	12	6	-2	5	-8	-8
HIF-2a inh	15	16	18	-81	5	0	9	11	12	19
TROY NFkB inh	-13	2	-11	-29	-9	22	0	9	-9	6
CF NFkB inh	-20	-27	-12	6	-2	-11	5	12	-8	-6
NR2E3 ag-2	2	4	3	1	2	-1	nt	-4	-3	1
Peg3 prom inh	1	5	-64	-83	4	15	4	-7	1	21
NR2E3 ag-1	-9	-8	-5	-71	-12	-2	-1	5	-10	-9
TWEAK-Fn14 inh	6	-3	4	54*	13	-16	-18	-12	4	-19
MITF TRPM1 inh	6	7	-2	-40	5	2	nt	-4	-16	30

25) COc1cccc(CC(=O)N(CCC2=CCCCC2)c2c(N)n(Cc3ccccc3)c(=O)[nH]c2=O)c1
26) Cc1cc(C)c(N(C(=O)c2csnn2)C(C(=O)NC2CCCC2)c2ccncc2)c(C)c1 (configuration not stated)
27) CC1=C(C(=O)N2CCOCC2)CC(CC(=O)NCCc2ccccn2)C(=O)N1Cc1ccc(C(C)(C)C)cc1 (configuration not stated)
28) COC(=O)c1c(NC(=O)c2ccco2)sc(C(=O)N(C)C)c1C
29) CC(C)c1ccc(NC(=O)c2cc3c(=O)n(C)c4ccccc4c3n2C)cc1
30) COc1ccc(/C=C/C(=O)N2CCC(C(N)=O)CC2)cc1S(=O)(=O)N1CCOCC1
31) CC(C)Oc1ccc(S(=O)(=O)N2CCOCC2)cc1NC(=O)C1CCC1
32) CC1CN(C(=O)c2cccc(S(=O)(=O)NCc3ccccc3)c2)CC(C)O1 (configuration not stated)
Assay by compound	25	26	27	28	29	30	31	32
Shn3 inh set2	7	2	3	13	-2	-7	-36	-10
C8 TRAIL sens	-14	-9	-12	-5	16	10	-10	2
KKLEB tox	0	3	2	-9	3	0	-1	13
HIF-2a inh	11	13	-4	-6	-8	19	6	5
TROY NFkB inh	-14	2	-4	8	-2	-4	-9	2
CF NFkB inh	-26	-7	2	3	-45	-15	-1	1
NR2E3 ag-2	-1	4	nt	-2	1	0	-4	2
Peg3 prom inh	5	-2	-17	19	23	6	16	2
NR2E3 ag-1	11	10	-15	5	1	5	-10	-21
TWEAK-Fn14 inh	-3	27	9	-7	38	8	4	-7
MITF TRPM1 inh	-14	7	nt	8	-11	-1	-1	0

A draw from above in order of count of non-hydrogen atoms, highest first:
21) O=C(NCc1ccc(F)cc1)c1cc(C2CCCCN2C(=O)c2ccccn2)on1 (configuration not stated)
2) O=C(NC(=S)Nc1ccc(S(=O)(=O)Nc2nccs2)cc1)c1cccc(F)c1
5) Cc1ccc(C(=O)Nc2ncccc2C)cc1S(=O)(=O)N1CCCCC1
24) COc1ccc(C(=O)NNC(=S)NC(=O)/C=C/c2cccs2)cc1
Assay by compound	21	2	5	24
Shn3 inh set2	-29	-10	6	58
C8 TRAIL sens	-7	3	11	54*
KKLEB tox	-2	11	-2	-8
HIF-2a inh	9	6	1	19
TROY NFkB inh	0	-12	10	6
CF NFkB inh	5	1	2	-6
NR2E3 ag-2	nt	1	1	1
Peg3 prom inh	4	17	6	21
NR2E3 ag-1	-1	0	-4	-9
TWEAK-Fn14 inh	-18	14	-3	-19
MITF TRPM1 inh	nt	-10	4	30

(next part)
33) CC(=O)c1cccc(NC(=O)C2Cc3c(-c4cccc(F)c4)ccnc3O2)c1 (configuration not stated)
34) CN(C)CCCN1C(=O)c2cccc3c(Br)ccc(c23)C1=O
35) Cc1ccc(NC(=O)Cc2nnc(SCC(=O)NC3CCCC3)n2C)cc1C
36) NCCNc1cc(N2CCCC2)ccc1[N+](=O)[O-]
37) O=C(Nc1ccc(O)c(-c2nc3ccccc3o2)c1)C1(c2ccc(Cl)cc2)CCCC1
38) O=C(Nc1cc([N+](=O)[O-])ccc1F)C1CC1
39) O=C(Nc1nccs1)c1ccc(Br)cc1
40) Cc1cc(C)cc(CSCC(=O)N/N=C/c2ccc(OCC(=O)NCc3ccco3)cc2)c1
Assay by compound	33	34	35	36	37	38	39	40
Shn3 inh set2	14	6	11	36	13	-7	-104	21
C8 TRAIL sens	19	0	3	-4	-1	6	26	1
KKLEB tox	-3	-2	5	5	1	7	-2	20
HIF-2a inh	6	0	5	7	15	16	-318	-15
TROY NFkB inh	20	-27	7	-8	5	5	-42	32
CF NFkB inh	-23	-32	6	-4	5	0	-12	1
NR2E3 ag-2	nt	6	1	-3	2	-2	2	-3
Peg3 prom inh	-12	16	1	14	26	4	-285	28
NR2E3 ag-1	28	-32	-36	0	-7	19	-70	2
TWEAK-Fn14 inh	29	-56	31	0	-4	-4	-7	1
MITF TRPM1 inh	nt	10	-1	6	1	15	-78	6

Complete entries from above. Order of values: Shn3 inh set2 | C8 TRAIL sens | KKLEB tox | HIF-2a inh | TROY NFkB inh | CF NFkB inh | NR2E3 ag-2 | Peg3 prom inh | NR2E3 ag-1 | TWEAK-Fn14 inh | MITF TRPM1 inh
O=C(Nc1cc([N+](=O)[O-])ccc1F)C1CC1 as listed: -7 | 6 | 7 | 16 | 5 | 0 | -2 | 4 | 19 | -4 | 15
Cc1cc(C)cc(CSCC(=O)N/N=C/c2ccc(OCC(=O)NCc3ccco3)cc2)c1 as listed: 21 | 1 | 20 | -15 | 32 | 1 | -3 | 28 | 2 | 1 | 6
Cc1ccc(NC(=O)Cc2nnc(SCC(=O)NC3CCCC3)n2C)cc1C as listed: 11 | 3 | 5 | 5 | 7 | 6 | 1 | 1 | -36 | 31 | -1

(listing goes on)
41) C=CCN1CCN(C(=O)CCCc2ccccc2)CC1
42) C[C@@H](C(=O)CC(=O)OC(C)(C)C)[C@@H](O)c1c(F)cccc1Cl
43) CC(=O)c1ccc(N2CCN(CC(=O)NCc3ccccc3)CC2)cc1
44) Cc1nc(NC(=O)c2ccccc2)nc2cc3c(cc12)OCO3
45) CC1CCCCN1Cc1c(O)ccc2c(=O)c(-c3nc4ccccc4s3)c(N)oc12 (configuration not stated)
46) COc1ccc(/C=C/C(=O)NCC(=O)N/N=C(/CCC(=O)O)c2ccccc2)cc1
47) Cc1cc2c(c(=O)n1Cc1cccnc1)C(c1cccs1)C(C#N)=C(N)O2 (configuration not stated)
Assay by compound	41	42	43	44	45	46	47
Shn3 inh set2	32	2	-12	-41	7	13	-25
C8 TRAIL sens	21	-8	0	9	25	-2	15
KKLEB tox	-6	5	6	7	10	-2	1
HIF-2a inh	5	16	14	-185	-61	6	26
TROY NFkB inh	74*	-14	-12	-29	-27	-9	16
CF NFkB inh	4	5	-22	1	-30	0	1
NR2E3 ag-2	1	-1	0	0	-1	1	0
Peg3 prom inh	9	7	9	-207	-32	6	6
NR2E3 ag-1	-87	-8	3	-59	21	5	6
TWEAK-Fn14 inh	87*	-10	18	-7	15	-10	-24
MITF TRPM1 inh	10	-5	7	-26	5	1	-3
